Runt-CBFb FRET: inhibitors of human RUNX1 Runt domain binding to CBFb; Cerulean-Runt/Venus-CBFb FRET ratio 530/480, 1 h; inhibition, % at 20 µM; 220,000 tested, 0.46% active; AID 1496;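 active = inhibition over about 50% at 20 µM in the single-dose screen, limit read from the data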;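 also: 0% = DMSO wells and 100% = excess unlabeled CBFb competitor control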
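Assay system: Cerulean-Runt domain fusion protein, energy donor; Signal: fluorescence energy transfer, 422 nm excitation, 530/480 nm emission; Timing: 1 h compound exposure, room temperature; Control set: unlabeled CBFb; Medium: Tris buffer pH 7.5 with salts and BSA; Compound: single test concentration of 20 µM, 1% DMSO final; Probe or stimulus: Venus-CBFb 100 nM.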
Runt-SMMHC FRET: inhibitors of human RUNX1 Runt domain binding to CBFb-SMMHC. Q01196+Q13951. Cerulean-Runt/Venus-CBFb-SMMHC FRET ratio 530/480, 1 h. inhibition, % at 20 µM. 220,000 tested, 0.74% active. AID 1434;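 active = mean inhibition across duplicate retests at 20 µM reaching about 50%, limit read from the data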;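 also: 0% = DMSO wells and 100% = wells with excess untagged CBFb-SMMHC; inhibitors lower the FRET ratio by blocking Runt binding to CBFb-SMMHC; some results filed as inactive read as strong as hits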
Mdm2 ligase inh: inhibitors of human Mdm2 E3 ubiquitin ligase; Q00987; signal enhancement, % at 5 µM; cell-based MDM2 ubiquitination luciferase reporter, 2 h; 0 = plate control, 100 = twice control, blank-subtracted; 210,000 tested, 0.11% active;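 active = signal enhancement of 30% or more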;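 also: luminescence tracks abundance of the self-degrading MDM2-luciferase fusion protein; higher signal means inhibition of MDM2 E3 ligase activity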
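Test system: stable mammalian line carrying autodegrading MDM2–luciferase fusion reporter; quantity: 2000 cells in each well; times: 4 h cell settling then 2 h compound exposure, 37 °C; detection: luminescence with SteadyLite reagent, 15 min at room temperature; evaluation: percent signal gain over controls, blank-subtracted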
14-3-3 Bad PPI: disrupts binding of bovine 14-3-3 zeta to phospho-Bad peptide. P63103. TR-FRET 14-3-3zeta/Dy647-pBad peptide displacement, 1 h. inhibition, % at 21.7 µM. 220,000 tested, 0.71% active;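 active = inhibition above about 70%, limit read from the data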;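 also: 0% = full 14-3-3 plus peptide FRET controls and 100% = background without 14-3-3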
Target sequence (P63103 whole entry, looked up): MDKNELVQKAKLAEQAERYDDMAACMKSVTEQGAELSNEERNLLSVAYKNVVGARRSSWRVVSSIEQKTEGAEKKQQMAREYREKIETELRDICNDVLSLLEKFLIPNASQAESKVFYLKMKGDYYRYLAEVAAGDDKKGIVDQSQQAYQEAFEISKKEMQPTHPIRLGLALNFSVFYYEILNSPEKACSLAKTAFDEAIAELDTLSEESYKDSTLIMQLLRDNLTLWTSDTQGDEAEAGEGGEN
Hck-Nef inh: inhibitors of human Hck kinase activated by Nef; 220,000 tested, 0.68% active; inhibition, % at 20 µM; Recombinant Hck-YEEI plus Nef, Z-Lyte FRET kinase assay; P08631;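 active = Hck-Nef kinase inhibition above about 50%, limit read from the data; inactive = inhibition below that limit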;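 also: 0% = DMSO with Hck plus Nef and 100% = Hck alone without Nef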
Target sequence (P08631 whole entry, looked up): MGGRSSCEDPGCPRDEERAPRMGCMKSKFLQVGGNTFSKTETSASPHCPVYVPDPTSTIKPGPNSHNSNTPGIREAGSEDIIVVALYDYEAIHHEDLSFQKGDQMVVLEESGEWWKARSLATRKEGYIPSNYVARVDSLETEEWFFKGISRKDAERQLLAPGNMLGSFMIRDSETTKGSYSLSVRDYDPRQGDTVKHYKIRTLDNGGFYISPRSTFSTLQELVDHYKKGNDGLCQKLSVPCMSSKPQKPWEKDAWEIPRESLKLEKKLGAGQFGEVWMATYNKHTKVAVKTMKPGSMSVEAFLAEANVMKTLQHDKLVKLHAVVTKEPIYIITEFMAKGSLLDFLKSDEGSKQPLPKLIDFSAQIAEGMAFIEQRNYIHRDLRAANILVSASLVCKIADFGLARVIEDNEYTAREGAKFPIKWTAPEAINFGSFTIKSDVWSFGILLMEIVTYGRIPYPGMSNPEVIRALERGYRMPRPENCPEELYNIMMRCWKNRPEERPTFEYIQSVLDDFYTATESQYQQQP
p47phox inh: blocks human p47phox regulatory protein of NADPH oxidases; p47phox/p22phox peptide binding, fluorescence polarization, 2 h; 220,000 tested, 0.53% active; inhibition, % at 24.7 µM; AID 1274; P14598;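 active = inhibition above about 30%, limit read from the data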;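 also: 0% = p47phox with labelled peptide and 100% = labelled peptide alone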
EBV gp42 inh: blocks Epstein-Barr virus glycoprotein 42 binding. Q1HVG2. Fluorescence polarization binding assay, mP read-out. inhibition, % (tested at 21.74 µM). 220,000 tested, 0.42% active. AID 1085; in the data active = inhibition above about 50%
Target sequence (Q1HVG2 whole entry, looked up): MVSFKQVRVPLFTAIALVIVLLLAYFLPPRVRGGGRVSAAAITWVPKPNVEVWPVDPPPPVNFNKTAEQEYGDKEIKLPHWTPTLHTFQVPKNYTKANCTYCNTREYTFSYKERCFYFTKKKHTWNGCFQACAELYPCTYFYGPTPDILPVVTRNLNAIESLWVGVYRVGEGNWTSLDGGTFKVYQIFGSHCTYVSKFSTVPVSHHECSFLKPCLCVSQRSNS
TbHK1 inh: T. brucei hexokinase 1 inhibition | inhibition, % at 10 µM | 220,000 tested, 0.11% active | recombinant TbHK1, G6PDH-coupled NADH A340;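 active = inhibition of 50% or more in the single-dose primary screen; inactive = inhibition below 50%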
zVAD death inh: L929 zVAD cell death inhibition. 220,000 tested, 0.38% active. L929 zVAD necroptosis rescue, ATP luminescence, 24 h; with zVAD 60 µM. AID 1377. viability rescue, % at 10 µM;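 active = activation, scaled between plate controls, above about 75%, limit read from the data; inactive = activation under that limit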;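 also: 0% = zVAD with DMSO and 100% = DMSO alone without zVAD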
Numbers without * were called inactive; x = not tested or not shown; [ ] = remark or other dose.

1	CCCCCC(=O)Nc1ccc(N2CCN(C(=O)CCC)CC2)cc1
2	CCOC(=O)c1[nH]c(COC(=O)c2ccccc2NC(=O)c2ccco2)c(C(=O)OCC)c1C
3	Cc1ccc(Cc2nnc3n(-c4cccc(C)c4)nc(C(=O)c4ccccc4)n3c2=O)cc1
4	C/C(=N\Nc1cccc([N+](=O)[O-])c1)c1cc2ccccc2o1
5	CC(C)C(=O)NNC(=O)CSc1nnnn1C(C)C
6	CN(C)S(=O)(=O)c1cccc(NC(=O)c2cc3c(=O)n4ccccc4nc3s2)c1
compound no.	1	2	3	4	5	6
EBV gp42 inh	-19	-27	-10	0	-19	4
Mdm2 ligase inh	-3	-18	-2	-8	0	-18
14-3-3 Bad PPI	6	6	-7	-7	-8	57
Hck-Nef inh	9	1	7	20	18	17
zVAD death inh	-1.2	-0.1	1.1	5.6	7.3	1.6
Runt-SMMHC FRET	-2	-3	1	-2	1	28
TbHK1 inh	-3	-11	9	-13	-2	5
p47phox inh	-5	-22	-1	1	-6	9
Runt-CBFb FRET	2	-1	-1	-2	1	-34

7	CCC(=O)Nc1nonc1-c1nc2ccccc2n1CCC(C)C
8	C=CCNc1ncnc2c1ncn2C1OC(CO)C(O)C1O (stereo not given)
9	NNC(=O)c1ccc2ccccc2n1
10	CCC(CC)C(=O)NN(C(=O)c1ccncc1)C1CC(=O)N(c2ccccc2)C1=O (stereo not given)
11	Cc1ccc2c(=O)c(C(=O)NCc3cccs3)c[nH]c2c1
12	COc1cc(OC)c(C2CC(=O)N3CN(c4ccc(C)cc4)CSC3=C2C#N)cc1OC (stereo not given)
compound no.	7	8	9	10	11	12
EBV gp42 inh	-12	-20	2	-3	0	-24
Mdm2 ligase inh	-35	-4	-4	-6	-4	1
14-3-3 Bad PPI	7	-10[fluorescence artefact?]	-21	-6	-9	9
Hck-Nef inh	-1	4	7	6	8	2
zVAD death inh	1.2	12	1.1	0.0	-0.8	3.6
Runt-SMMHC FRET	-4	-2	-2	4	-2	101*
TbHK1 inh	2	2	0	-4	0	-22
p47phox inh	-5	-1	0	-4	-11	25
Runt-CBFb FRET	-5	2	0	-2	-3	101*

13	Cc1cccnc1NC(=O)c1c(O)c2ccccc2n(C)c1=O
14	CCOC(=O)c1cccc(NC(=O)Nc2ccc(OCC)cc2)c1
15	COc1ccccc1-c1nnc(SC2CCc3ccccc3NC2=O)s1 (stereo not given)
16	O=C(NCc1cccnc1)c1ccc(COc2ccccc2Br)cc1
17	CN1CCN(NS(=O)(=O)c2ccc(Cl)s2)CC1
18	O=C1CC(C(=O)Nc2ccc(O)c(C(=O)O)c2)C(c2ccccc2)O1 (stereo not given)
compound no.	13	14	15	16	17	18
EBV gp42 inh	-12	3	2	0	-1	0
Mdm2 ligase inh	-3	-6	-8	-18	-12	-4
14-3-3 Bad PPI	-42	-3	1	-5	-18[fluorescence artefact?]	40
Hck-Nef inh	2	14	4	13	-2	0
zVAD death inh	-0.3	76*	1.3	5.2	0.6	-0.3
Runt-SMMHC FRET	-1	2	3	-2	3	2
TbHK1 inh	-12	5	4	-3	31	-5
p47phox inh	-6	0	-12	-5	6	-4
Runt-CBFb FRET	-3	-1	-2	-10	2	1

19	CCC(OC(=O)c1nsc(Cl)c1Cl)C(=O)NC(C)(C)C (stereo not given)
20	Cc1c(CN2CCCC(C)C2)c(O)n(CCO)c(=O)c1C#N (stereo not given)
21	O=C(Nn1c(O)c(C=C2N=c3ccccc3=N2)sc1=S)c1cccc(Cl)c1
22	CC(C)(C)SCCNS(=O)(=O)c1ccc(F)cc1
23	CCCC(=O)Nc1ccc(C(=O)NCc2ccccc2Cl)cc1
24	COC(=O)c1nc(-c2ccccc2)oc1N(C)C
compound no.	19	20	21	22	23	24
EBV gp42 inh	-6	-3	-6	-3	-20	-11
Mdm2 ligase inh	-7	-4	-14	5	-3	-4
14-3-3 Bad PPI	-4	-4	44	1	9	7
Hck-Nef inh	2	24	2	2	1	7
zVAD death inh	1.0	0.6	-0.3	0.5	1.0	-0.6
Runt-SMMHC FRET	2	x	-7	-3	-4	-4
TbHK1 inh	1	-18	23	3	8	-19
p47phox inh	-9	-9	-3	-11	-5	3
Runt-CBFb FRET	-3	x	1	-3	-4	1

25	COc1ccc(-c2onc3ccc(Br)cc23)cc1
26	Cc1ccc(OCC(=O)Nc2ccccc2Sc2ccc(Cl)cc2)c([N+](=O)[O-])n1
27	COc1cccc(C(=O)NCC(=O)N/N=C/c2cccc(OC(=O)c3ccc([N+](=O)[O-])cc3)c2)c1
28	O=C(CCn1cnc2ccccc2c1=O)Nc1cccc(Cl)c1Cl
29	CCN(c1ccccc1)S(=O)(=O)c1ccc(F)cc1
30	CCC(=O)c1cc2c(C)cc(=O)oc2c(C)c1OC(=O)C(C)C
compound no.	25	26	27	28	29	30
EBV gp42 inh	127*	-13	-22	-9	0	-14
Mdm2 ligase inh	-3	-16	-13	2	-14	-2
14-3-3 Bad PPI	-21	72*[fluorescence artefact?]	13[fluorescence artefact?]	-1	5	0
Hck-Nef inh	2	1	3	-8	1	-3
zVAD death inh	0.5	2.1	0.2	0.6	-0.3	1.3
Runt-SMMHC FRET	-20	-1	1	0	4	19
TbHK1 inh	9	6	15	1	1	-3
p47phox inh	-16	-10	2	3	-1	-3
Runt-CBFb FRET	14	-2	-2	-1	0	0

31	CC/C(=C(/CC)c1ccc(O)cc1)c1ccc(O)cc1
32	CCOC(=O)Cc1cc(C)[nH]c1C(=O)OCC
33	CN(C)/C=C1/Oc2c(ccc3ccccc23)C1=O
34	Cc1c(CCC(C)C)c(=O)n2c([nH]c3ccccc32)c1C#N
35	Cc1cc(C)n2nc(C(=O)Nc3ccc(S(=O)(=O)N(C)C)cc3)nc2n1
36	NC(=O)CSc1nnc(-c2ccc(O)cc2)n1Cc1ccco1
compound no.	31	32	33	34	35	36
EBV gp42 inh	10	-2	-14	-17	-2	-8
Mdm2 ligase inh	3	-18	-11	-10	-4	-13
14-3-3 Bad PPI	3	-5	-15	-5	1	4
Hck-Nef inh	-14	21	23	12	-6	-1
zVAD death inh	0.5	-0.6	29	0.8	0.3	-0.1
Runt-SMMHC FRET	-7	2	10	3	-2	-1
TbHK1 inh	7	-7	-9	-8	1	-5
p47phox inh	-4	-7	-36	-5	-1	0
Runt-CBFb FRET	-2	2	18	1	0	2

37	COc1ccc(OC)c(-n2c(C)nc3cc(C(=O)O)ccc32)c1
38	CC(C)=CC(=O)Nc1nnc(-c2cccnc2)s1
39	O=c1c2c3c(sc2nc2n1CCC2)CCCCC3
40	COCCn1c(C)cc(C(=O)CSc2nc(C)cc(C)c2C#N)c1C
41	COc1cc(OC)c(C2=NOC(C(=O)N3CCc4ccccc4C3)C2)cc1Cl (stereo not given)
42	COC(=O)Cn1c(=O)c2c(n(Cc3ccccc3)c1=O)N/C(=C/c1ccc(OC)cc1)C2=O
compound no.	37	38	39	40	41	42
EBV gp42 inh	-3	-3	-12	-18	-16	-18
Mdm2 ligase inh	-19	-20	8	1	-17	x
14-3-3 Bad PPI	-13[fluorescence artefact?]	68	5	4	3	-2
Hck-Nef inh	2	8	19	3	2	15
zVAD death inh	-0.1	2.9	0.2	0.5	0.1	-0.1
Runt-SMMHC FRET	-8	-1	0	58*	-9	30
TbHK1 inh	8	-2	0	-9	-13	-17
p47phox inh	11	-8	-19	-12	-2	-27
Runt-CBFb FRET	1	-1	0	10	-2	-20

43	COc1cccc(C2C3=C(CC(C)(C)CC3=O)Nc3cc(OC)c(OC)cc32)c1 (stereo not given)
44	COc1ccc(NC(=O)C=C(C)C)cc1Cl
45	CCOC(=O)c1cnc(SCc2nc(N)nc(Nc3ccccc3OC)n2)nc1N
46	Cc1ccc(C2C3=C(CC(C)(C)CC3=O)Nc3[nH]c(=S)[nH]c(=O)c32)cc1 (stereo not given)
47	CCc1ccc(N(CC)C(=O)c2ccc3c(Cl)c4c(nc3c2)CCC4)cc1
48	COc1cccc(C(=O)N2CCN(C(=O)Cc3ccccc3)CC2)c1
49	CCCOc1c(Br)cc(C2C3=C(CCCC3=O)N(C)C3=C2C(=O)CCC3)cc1OC
50	CCOC(=O)CSc1nc(NCc2ccco2)c2ccccc2n1
51	Cc1nc(C)c(-c2ccn(C(=O)NC(C)C)n2)s1
compound no.	43	44	45	46	47	48	49	50	51
EBV gp42 inh	-9	-28	9	-14	1	-15	5	0	-5
Mdm2 ligase inh	-8	-18	-18	-1	x	-17	-7	-23	-12
14-3-3 Bad PPI	-6	1	34	16	-5[fluorescence artefact?]	-5	-4	2	1
Hck-Nef inh	16	1	1	x	-7	12	54*	3	7
zVAD death inh	2.0	0.3	0.4	x	x	1.1	-0.1	0.7	1.6
Runt-SMMHC FRET	-4	-2	2	71*	-6	0	79*	2	-2
TbHK1 inh	-9	-1	-4	x	0	1	27	-10	36
p47phox inh	-13	-4	3	-2	0	-1	-3	-4	-3
Runt-CBFb FRET	-2	1	7	18	-8	0	-2	-2	0

Of the compounds above, seven have an aryl thioether with sulfur outside any ring.
5	CC(C)C(=O)NNC(=O)CSc1nnnn1C(C)C
15	COc1ccccc1-c1nnc(SC2CCc3ccccc3NC2=O)s1 (stereo not given)
26	Cc1ccc(OCC(=O)Nc2ccccc2Sc2ccc(Cl)cc2)c([N+](=O)[O-])n1
36	NC(=O)CSc1nnc(-c2ccc(O)cc2)n1Cc1ccco1
40	COCCn1c(C)cc(C(=O)CSc2nc(C)cc(C)c2C#N)c1C
45	CCOC(=O)c1cnc(SCc2nc(N)nc(Nc3ccccc3OC)n2)nc1N
50	CCOC(=O)CSc1nc(NCc2ccco2)c2ccccc2n1
compound no.	5	15	26	36	40	45	50
EBV gp42 inh	-19	2	-13	-8	-18	9	0
Mdm2 ligase inh	0	-8	-16	-13	1	-18	-23
14-3-3 Bad PPI	-8	1	72*[fluorescence artefact?]	4	4	34	2
Hck-Nef inh	18	4	1	-1	3	1	3
zVAD death inh	7.3	1.3	2.1	-0.1	0.5	0.4	0.7
Runt-SMMHC FRET	1	3	-1	-1	58*	2	2
TbHK1 inh	-2	4	6	-5	-9	-4	-10
p47phox inh	-6	-12	-10	0	-12	3	-4
Runt-CBFb FRET	1	-2	-2	2	10	7	-2
